# TRPM1 prom inh: inhibitors of MITF-dependent TRPM1 promoter reporter, primary screen, cell-based, SK-MEL-5, single point, luciferase; SK-MEL-5 TRPM1 promoter luciferase, 24 h; inhibition, % at 12.5 µM; 330,000 compounds, 0.83% hits;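 active means mean inhibition across replicates of 60% or more, whatever share of single replicates reaches that level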; further: values of inactives mirror those of a sister screen read the other way
# HIF-2a block: HIF-2a reporter inhibitors, primary screen, luminescence, 786-0 RCC cells; 786-0 RCC cells HIF-2a reporter, luciferase luminescence, overnight; inhibition, % at 18.8 µM; 360,000 compounds, 0.72% hits;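 active means inhibition of the luminescence signal of 40% or more relative to plate controls, in a single-dose primary screen at 18.75 µM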
# aDG glyco act: activators of alpha-DG glycosylation, primary screen, uHTS, Pro5-aDG cells, AlphaScreen | alpha-DG glycosylation AlphaScreen (IIH6); 0% Pro5, 100% B10-LARGE cell signal | activation, % at 10 µM | 360,000 compounds, 0.22% hits | AID 624168, 2012;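 active means activation of at least 8% versus controls, or a plate z-score of at least 8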;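 further: Pro5 are CHO cells carrying HIG-tagged alpha-DG that lacks glycosylation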
# KKLEB tox: cytotoxicity in KKLEB CF airway cells, primary screen, cytotoxicity control for CF NF-kB inhibitor project, cell-based, uHTS, fluorescence assay plates; KKLEB CF airway cells viability, ATPlite luminescence, overnight; hits give low values; cells stimulated with P. aeruginosa culture filtrate; activity change (cytotoxicity), % at 5 µM; 360,000 compounds, 0.36% hits;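 active means corrected activity change at or below -50% at 5 µM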
# CF NFkB block: inhibitors of PAF-induced NF-kB signaling, primary screen, cell-based, GFP fluorescence, uHTS | KKLEB NF-kB-GFP reporter, GFP fluorescence overnight | inhibition, % at 5 µM | 360,000 compounds, 0.86% hits | AID 588850, 2011;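 active means at least 50% inhibition at 5 µM, scaled per plate between neutral and stimulator controls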;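 further: PAF is a Pseudomonas aeruginosa culture filtrate used as stimulus; plate controls were PAF-stimulated DMSO wells for no effect and unstimulated DMSO wells for full effect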
# NR2E3 ag-1: NR2E3 agonists in two-hybrid cells, primary screen, cell-based, luminescence, CHO-S, Gal4-NCOR/VP16-NR2E3 | Photoreceptor-specific nuclear receptor (Homo sapiens), Q9Y5X4 | luciferase | inhibition of corepressor binding, % at 3.98 µM | 360,000 compounds, 0.35% hits | AID 602229, 2012;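 active means inhibition above the mean of all tested compounds plus 3 SD, cut at about 70% in these data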;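 further: 0% = DMSO with NR2E3 transfected cells and 100% = cells lacking NR2E3 construct; higher means lower luciferase signal from less NR2E3 corepressor binding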
# Target sequence (Q9Y5X4 whole entry, looked up, the tested form may be a part): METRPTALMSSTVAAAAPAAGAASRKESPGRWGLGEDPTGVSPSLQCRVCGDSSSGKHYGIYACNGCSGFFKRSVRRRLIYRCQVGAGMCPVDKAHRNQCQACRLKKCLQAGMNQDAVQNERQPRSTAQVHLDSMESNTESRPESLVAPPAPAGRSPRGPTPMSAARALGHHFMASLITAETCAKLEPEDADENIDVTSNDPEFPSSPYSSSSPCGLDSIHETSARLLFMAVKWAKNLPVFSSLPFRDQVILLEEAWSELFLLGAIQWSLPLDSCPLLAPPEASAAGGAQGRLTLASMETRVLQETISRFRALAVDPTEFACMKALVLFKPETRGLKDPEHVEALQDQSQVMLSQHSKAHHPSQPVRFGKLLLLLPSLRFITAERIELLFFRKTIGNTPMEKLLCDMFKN
# Peg3 promoter: Peg3 promoter-driven luciferase inhibitors, primary screen, cell-based, HeLa, luciferase luminescence. HeLa PEG-Prom luciferase reporter, overnight. inhibition, % at 20 µM. 360,000 compounds, 1.7% hits. AID 588405, 2011;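 active means inhibition of at least 50% at 20 µM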
# TWEAK Fn14 block: inhibitors of TWEAK-Fn14 signaling, primary screen, luciferase reporter cells, uHTS; 360,000 compounds, 2% hits; inhibition, % at 10 µM; TWEAK-stimulated Fn14 reporter cells, luciferase luminescence, 8 h; AID 1159606, 2016; in the data active means inhibition above about 50%
# Shn3 inh set2: reduction of Shn3 3'UTR firefly luciferase signal, primary screen, Schnurri-3 inhibitor project, cell-based, Clone20 osteoblasts, set 2 | Clone20 osteoblast Shn3 3'UTR firefly luciferase, 24 h | inhibition, % at 12.5 µM | 360,000 compounds, 0.52% hits | AID 588674, 2011;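 active means mean inhibition of at least 75% with every replicate also reaching 75%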;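 further: 0% = median of neutral control wells and 100% = pilot-screen positive control compound; some compounds past the cut are filed as inactive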
# NR2E3 ag-2: inhibitors of NR2E3-RetCOR corepressor binding, primary screen, NR2E3 agonist project, biochemical, TR-FRET, GST-NR2E3, biotin-RetCOR; Photoreceptor-specific nuclear receptor (Homo sapiens), Q9Y5X4; 1536-well; inhibition of corepressor binding, % at 4.78 µM; 320,000 compounds, 0.12% hits; AID 2300, 2010;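 active means percent inhibition above the cutoff of mean plus 3 SD of all tested compounds, set per screening campaign, cut at about 20% in these data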;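 further: 0% = DMSO wells and 100% = biotin wells as full block of FRET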
#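 Material: NR2E3–RetCOR corepressor complex / Incubation: Compound–protein incubation for 5 h at 4 °C / Dosing: compound at 4.8 µM, single dose / Detection: time-resolved FRET / Benchmarks: high control biotin, low control 0.6% DMSO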
# hiPSC survival: enhancers of single-cell hiPSC survival, primary screen, ATPlite luminescence; AID 602274, 2012; survival enhancement, % at 20 µM; 100% = ROCK inhibitor wells, 0% = DMSO; 360,000 compounds, 0.044% hits; in the data active means survival enhancement above about 18%;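 further: cells exposed to compounds for 16 hours before the ATP read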
# * hit, by the source's call; . = not tested or not shown.
SMILES,TRPM1 prom inh,HIF-2a block,aDG glyco act,KKLEB tox,CF NFkB block,NR2E3 ag-1,Peg3 promoter,TWEAK Fn14 block,Shn3 inh set2,NR2E3 ag-2,hiPSC survival
O=C(NNc1ccccc1Cl)C(O)(c1cccc(C(F)(F)F)c1)c1cccc(C(F)(F)F)c1,10,22,0.1,-24,56*,27,22,74*,20,-2,-1.0
COc1ccccc1NC(=O)N1CCCC1C(=O)Nc1ccc(NC(C)=O)cc1 (stereo not given),4,9,0.3,-3,-2,-10,5,-4,-22,0,0.3
CCCC(C)NC(=O)/C=C/c1cccc([N+](=O)[O-])c1 (stereo not given),4,-12,0.2,1,9,1,-26,3,-5,0,2.8
CCC(Sc1nc2cc(OC)c(OC)cc2c(=O)n1CCc1ccc(S(N)(=O)=O)cc1)C(=O)NCCOC (stereo not given),8,16,0.1,4,9,-6,4,2,-15,-3,1.3
CC(C)C1(c2ccsc2)NC(=O)NC1=O (stereo not given),0,8,0.0,27,-15,2,6,10,-7,.,-1.5
C/C(CC(=O)Nc1cccc(C(F)(F)F)c1)=N\NC(=O)c1cnccn1,8,-7,-0.1,10,-18,-17,-1,-4,3,-1,0.3
NS(=O)(=O)c1ccc(CCNC(=O)c2ccc(Cl)nc2)cc1,.,13,-0.2,8,-1,-27,-5,19,-1,-3,-0.1
O=C(CCn1c2c(c3ccccc31)CCCC2)NNC(=O)c1ccccc1Cl,3,-5,0.1,-5,14,2,-3,65*,-17,3,2.6
O=C(CN1CCOCC1)Nc1ccccc1NC(=O)C1CCN(c2ncccn2)CC1,9,-13,0.0,16,-7,-8,-6,-2,4,-2,1.1
Cc1cccc(C)c1NC(=O)Nc1ccc2c(c1)OCO2,-6,-24,0.2,-11,2,-13,-17,-18,-22,0,-2.2
COC(=O)[C@H](C)NC(=O)Nc1ccccc1C(F)(F)F,-5,5,-0.1,-8,11,-22,0,9,2,-2,0.8
Cc1noc(NS(=O)(=O)c2ccc(N/C=C\C(=O)c3cccc4ccccc34)cc2)c1C,-14,-78,0.3,12,-2,-39,-83,0,-8,1,-1.4
CCc1cccc(NC(=O)NC(=O)Cn2nnc(C(=O)OC)c2C(=O)OC)c1,-5,16,-0.1,12,20,-6,-2,-9,-3,3,-1.1
Cc1cccc(-n2cnc3sc(C)c(C)c3c2=O)c1,-13,-30,0.0,-20,7,-26,-22,8,-3,0,0.6
O=C(Nc1nccs1)c1cc(-c2ccncc2)nc2ccccc12,25,18,-0.3,6,-17,1,7,23,-1,5,2.1
COc1ccc(CCNC(=O)C(=O)c2cn(CC(=O)N3CCCC3)c3ccccc23)cc1OC,.,3,-0.1,7,-26,3,-10,-1,1,.,0.7
Cc1cccc(NC(=S)N(Cc2ccc(Cl)cc2)Cc2ccc(C(=O)O)cc2)c1,-8,-2,-0.2,4,-8,-14,-4,5,7,4,2.6
Cc1ccccc1Nc1nc(N)nc(COC(=O)c2ccc(O)cc2)n1,-11,-91,-0.2,-5,9,-10,-57,-21,-33,-2,-1.7
c1ccc(-c2ccccc2OCCN2CCCC2)cc1,7,12,0.0,8,4,-28,5,11,-1,4,0.0
O=c1c2ccccc2nnn1-c1ccccc1,-7,-130,0.0,6,12,-23,-95,14,-10,.,2.7
Clc1ccc(Nc2ccc3ccccc3n2)cc1,-42,-188,0.1,0,5,-106,-278,4,-135,-2,-0.7
Cc1cc(C(=O)NNC(=O)c2ccc(F)cc2)c(C)s1,1,-112,-0.3,-5,-10,-20,-110,-14,12,.,-1.7
CSc1nc(N2CCOCC2)c2c(c1C#N)CC(C(C)C)OC2 (stereo not given),10,18,0.0,1,6,11,34,-7,29,.,1.1
CC(C)(C)n1ncc2c(=O)n(Cc3c(Cl)cccc3Br)cnc21,-6,-14,0.1,-3,11,19,0,4,3,1,-0.9
CCCCCCN1C=CC(=C/C=C(\C#N)C(=O)OCC)C=C1,-12,-31,1.5,5,-75,-28,9,-7,49,1,-0.1

# At a glance, some entries already given:
SMILES,TRPM1 prom inh,HIF-2a block,aDG glyco act,KKLEB tox,CF NFkB block,NR2E3 ag-1,Peg3 promoter,TWEAK Fn14 block,Shn3 inh set2,NR2E3 ag-2,hiPSC survival
CCCC(C)NC(=O)/C=C/c1cccc([N+](=O)[O-])c1 (stereo not given),4,-12,0.2,1,9,1,-26,3,-5,0,2.8
CCC(Sc1nc2cc(OC)c(OC)cc2c(=O)n1CCc1ccc(S(N)(=O)=O)cc1)C(=O)NCCOC (stereo not given),8,16,0.1,4,9,-6,4,2,-15,-3,1.3

# 5 compounds drawn at random from those above:
SMILES,TRPM1 prom inh,HIF-2a block,aDG glyco act,KKLEB tox,CF NFkB block,NR2E3 ag-1,Peg3 promoter,TWEAK Fn14 block,Shn3 inh set2,NR2E3 ag-2,hiPSC survival
CCCC(C)NC(=O)/C=C/c1cccc([N+](=O)[O-])c1 (stereo not given),4,-12,0.2,1,9,1,-26,3,-5,0,2.8
CCc1cccc(NC(=O)NC(=O)Cn2nnc(C(=O)OC)c2C(=O)OC)c1,-5,16,-0.1,12,20,-6,-2,-9,-3,3,-1.1
O=C(CN1CCOCC1)Nc1ccccc1NC(=O)C1CCN(c2ncccn2)CC1,9,-13,0.0,16,-7,-8,-6,-2,4,-2,1.1
Cc1cc(C(=O)NNC(=O)c2ccc(F)cc2)c(C)s1,1,-112,-0.3,-5,-10,-20,-110,-14,12,.,-1.7
CCC(Sc1nc2cc(OC)c(OC)cc2c(=O)n1CCc1ccc(S(N)(=O)=O)cc1)C(=O)NCCOC (stereo not given),8,16,0.1,4,9,-6,4,2,-15,-3,1.3

# Remaining list, next part
SMILES,TRPM1 prom inh,HIF-2a block,aDG glyco act,KKLEB tox,CF NFkB block,NR2E3 ag-1,Peg3 promoter,TWEAK Fn14 block,Shn3 inh set2,NR2E3 ag-2,hiPSC survival
CCOc1ccc(-c2cc(C(=O)NCc3cc(C(F)(F)F)cc(C(F)(F)F)c3)[nH]n2)c(C)c1,.,-5,0.0,-11,17,11,7,-46,16,.,5.6
NC(=O)Cn1c2[n+](c3ccccc31)CC(O)CS2 (stereo not given),6,13,0.0,-2,1,-24,4,8,4,0,1.2
Cc1ccccc1C(=O)NCCNC(=O)c1ccco1,1,7,0.0,5,-1,-1,8,4,3,0,1.3
O=C(NNC(=O)c1ccccc1F)c1ccc(-c2ccc(Cl)cc2)o1,8,-28,0.0,24,-43,-12,-13,-15,-16,-2,0.0
CCOc1ccccc1NC(=O)C(NCC1(N2CCCCC2)CCCCC1)c1ccccc1 (stereo not given),-5,3,0.3,-8,2,-10,19,-23,15,-1,-1.1
CC(=O)c1ccc(OCCOc2ccc([N+](=O)[O-])cc2)cc1,-4,-85,0.1,-5,-5,-54,-22,-18,-4,-3,-0.4
Cc1ccc(C(C#N)c2ccc(Cl)nn2)cc1 (stereo not given),0,-4,0.3,-12,22,11,14,4,-8,3,-0.8
Cc1ccc(N2CC(C(=O)OCC(=O)C(C)(C)C)CC2=O)cc1C (stereo not given),-6,13,0.4,4,5,-20,4,4,-11,1,2.0
CC1CCN(c2ncccc2C(=O)O)CC1,3,-2,-0.2,1,7,5,10,10,-33,-7,3.7
CN(C)C1=NC[C@H](Cc2ccccc2)N1CCCCc1ccccc1,0,5,0.2,11,8,15,-9,-13,84,2,-1.0
Cc1ccc(NC(=O)CSc2nnc(-c3ccncc3)n2C)cc1S(=O)(=O)N1CCOCC1,15,-5,0.1,3,-4,18,-3,-14,9,4,-1.1
C=CCNC(=S)NNC(=O)C(CCC(C)C)CC(C)O (stereo not given),-5,20,1.5,5,0,-7,2,0,-19,3,-1.1
CCOC(=O)CNC(=O)CNC(=O)c1ccc(OC(C)C)cc1,.,-23,0.0,8,3,-11,-12,-8,-12,0,-0.2
Cn1ccs/c1=N\S(=O)(=O)c1ccc(Br)cc1,-2,21,0.2,-5,4,10,14,10,11,1,-1.9
Cc1cc(C)c(N(CC(=O)NC(C)(C)C)C(=O)CNC(=O)c2cccs2)c(C)c1,3,5,0.3,1,3,-20,17,0,-24,3,-0.1
COc1ccc(C(O)c2nc(-c3cc4ccccc4o3)cs2)cc1 (stereo not given),.,-172,0.3,2,10,-40,-132,-9,-7,.,3.0
COc1ccc(NC(=O)C2Cc3c(-c4cccc(F)c4)ccnc3O2)cc1 (stereo not given),.,7,0.1,-10,2,-11,17,-1,5,.,6.3
CC(C)(C)C(=O)Nc1ccc(NC(=O)c2ccco2)nc1,92*,90*,0.0,-31,-3,88*,108*,104*,90*,2,-0.8
Cc1ccc(S(=O)(=O)N2CCN(C(=O)COC(=O)c3ccc([N+](=O)[O-])o3)CC2)c(C)c1,7,2,-0.2,-12,22,16,9,7,10,1,-2.0
CC(C)NS(=O)(=O)c1ccc(OCC(=O)Nc2ccccc2F)cc1,2,-47,0.0,1,16,-11,-16,6,-13,2,0.6
O=C(Nc1ccccc1N1CCOCC1)c1ccc(F)c(S(=O)(=O)N2CCOCC2)c1,-3,9,0.4,4,-13,-20,2,-7,11,2,-0.4
O=C(c1ccc(F)cc1)N1CCN(c2cnn(-c3ccccc3)c(=O)c2Cl)CC1,14,19,0.5,4,-16,-10,9,-10,6,1,3.4
CC(NCC(O)COc1ccc2ccccc2c1)c1ccccc1 (stereo not given),4,3,0.1,2,0,0,66*,-21,24,-1,-0.2

# Some of the entries so far, with tabs:
Molecule	TRPM1 prom inh	HIF-2a block	aDG glyco act	KKLEB tox	CF NFkB block	NR2E3 ag-1	Peg3 promoter	TWEAK Fn14 block	Shn3 inh set2	NR2E3 ag-2	hiPSC survival
CCOC(=O)CNC(=O)CNC(=O)c1ccc(OC(C)C)cc1	.	-23	0.0	8	3	-11	-12	-8	-12	0	-0.2
Cn1ccs/c1=N\S(=O)(=O)c1ccc(Br)cc1	-2	21	0.2	-5	4	10	14	10	11	1	-1.9
